Tau fibril ThT – inhibitors of human tau fibril formation, thioflavin T binding; recombinant tau K18 P301L, heparin-induced fibrillization, ThT fluorescence; P10636; AID 1460; Potency, µM (doses to about 57.4 µM), inactives show top-dose activity, negative = inhibition, most hits filed as inhibitors; actives 2.1% (n = 270,000); note: % is set by controls: 0 for no effect and ±100 for the full control effect; nearly all actives have a fitted effect of over 55% in size
Target sequence (P10636 561-689 P618L limits assumed): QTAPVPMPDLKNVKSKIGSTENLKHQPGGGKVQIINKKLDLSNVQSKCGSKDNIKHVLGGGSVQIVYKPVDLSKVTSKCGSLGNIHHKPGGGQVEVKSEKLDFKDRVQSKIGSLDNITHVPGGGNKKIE
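Heparin-induced fibrillization of the P301L-mutant K18 repeat-domain fragment of human tau was followed by ThT binding in quantitative high-throughput format.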
GAA inhib – blocks human lysosomal alpha-glucosidase; P10253; purified human GAA, 4-MU-alpha-glucoside fluorescence; Potency, µM (titrated, usually from 76.9 µM), for inactives: at the highest dose activity change, negative = inhibition, actives largely listed as inhibitors; actives 0.005% (n = 200,000);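 note: plate controls were uninhibited enzyme wells for no effect and no-enzyme background for full effect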
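Human enzyme at 4 nM with 400 uM 4-methylumbelliferyl-alpha-D-pyranoside, citrate/phosphate buffer pH 5.0, 0.005% Tween-20, 20 min at room temperature. Compounds up to 77 uM. 4-MU fluorescence (Ex 365/Em 440) read after NaOH/glycine stop; AC50 from Hill fit.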
Tau fluor counter – counter-screen for tau fibril formation inhibitors. tau K18 P301L (four-repeat tau fragment) Alexa594 fluorescence, heparin fibrillization. Potency, µM (top dose mostly 57.7 µM), without a hit: top-dose activity change, negative = decrease. actives 0.93% (n = 280,000); note: % is set by controls: 0 for no effect and ±100 for the full control effect; nearly all actives have a fitted effect of over 55% in size
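Human K18 P301L tau (15 uM unlabeled plus 0.24 uM Alexa 594-labeled, final) in 100 mM sodium acetate pH 7 was mixed with compound and 20 uM heparin and incubated 6 hr at 37 C.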
GLA spleen mod – inhibits or activates alpha-galactosidase in human spleen homogenate; actives 0.008% (n = 240,000); human spleen homogenate, 4MU-alpha-Gal fluorescence, 40 min; P06280; Potency, µM (top dose mostly 80 µM), without a hit: at the highest dose activity change, negative = inhibition, actives largely listed as inhibitors;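 note: 0% = enzyme with vehicle and -100% = no enzyme basal signal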
Target sequence (P06280 32-429 limits assumed): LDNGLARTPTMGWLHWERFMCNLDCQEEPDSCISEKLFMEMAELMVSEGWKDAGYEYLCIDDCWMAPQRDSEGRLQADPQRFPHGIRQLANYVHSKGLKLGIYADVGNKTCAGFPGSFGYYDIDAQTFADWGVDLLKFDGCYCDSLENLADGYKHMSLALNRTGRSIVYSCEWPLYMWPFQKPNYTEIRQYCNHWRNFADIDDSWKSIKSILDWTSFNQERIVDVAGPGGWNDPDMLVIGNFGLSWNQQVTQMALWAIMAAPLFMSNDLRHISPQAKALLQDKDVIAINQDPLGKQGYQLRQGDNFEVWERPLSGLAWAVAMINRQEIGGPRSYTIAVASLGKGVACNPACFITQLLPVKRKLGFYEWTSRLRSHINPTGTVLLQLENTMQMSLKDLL
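Human spleen homogenate (1 ug) as enzyme source, 4-methylumbelliferyl-alpha-D-galactopyranoside 1 mM final, citrate/phosphate pH 5.0 with 0.01% Tween-20. Compounds 40 min at 37C, NaOH/glycine stop; fluorescence Ex 365/Em 440, Hill-fit AC50.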
GAA glycogen – alters human alpha-glucosidase cleavage of glycogen. P10253. recombinant GAA, glycogen substrate, Amplex Red glucose oxidase fluorescence. Potency, µM (doses to about 76.4 µM), for the others: top-dose activity change, negative = inhibition, usual class: inhibitors. actives 0.38% (n = 300,000). AID 2100;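 note: 0% = full enzyme reaction and -100% = no-enzyme basal signal; the screen sought inhibitors and activators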
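Recombinant enzyme (4 nM final) with compounds titrated up to 77 uM and bovine liver glycogen (30 ug) in citrate pH 5.0, 0.01% Tween-20, 37 C 40 min. Released glucose detected by Amplex Red/glucose oxidase (Ex 573/Em 610); AC50 from Hill fits.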
HTT ATP protect – protects HTT-Q103 PC12 cells, measured by ATP; PC12 HTT-Q103 induced, cytoprotection, ATP luminescence, 40 h; Potency, µM (series often up to 56.4 µM), inactives show cytoprotection (ATP increase), hits mostly activators; actives 0.14% (n = 230,000); AID 1471;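 note: % of control where 0% means no effect; nearly all actives have a fitted effect of over 45% in size; toxic huntingtin expression switched on by the ecdysone agonist tebufenozide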
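Compounds were screened for protection of PC12 cells against cell death after tebufenozide induction (100 nM final) of mutant Huntingtin exon 1 (Q103) fused to GFP.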
aGlu spleen mod – inhibitors or activators of human alpha-glucosidase in spleen homogenate | human spleen homogenate, 4-MU-alpha-glucoside fluorescence | Potency, µM (doses to about 79.9 µM), inactives show at the top dose activity change, negative = inhibition, usual class: inhibitors | actives 0.006% (n = 240,000);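 note: 0% = enzyme with vehicle and -100% = no enzyme basal signal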
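AC50 values come from Hill-equation fits of concentration-response data, normalized to no-enzyme and full-activity controls. Enzyme source: 1 ug human spleen homogenate; 1 mM fluorogenic 4-MU glucoside, pH 5.0 citrate buffer, 37 C, 40 min.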
Tau FP inhib – tau fibrillization inhibition (FP); P10636; K18 P301L tau heparin fibrillization, Alexa594 FP, 6 h; Potency, µM (series often up to 57.7 µM), for the others: at the top dose activity, negative = inhibition, hits mostly inhibitors; actives 0.39% (n = 280,000); note: % is set by controls: 0 for no effect and ±100 for the full control effect; nearly all actives have a fitted effect of over 55% in size
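Human tau K18 […] P301L fragment, 15 uM unlabeled plus 0.24 uM Alexa 594-labeled tau (final), with compound and 20 uM heparin in 100 mM sodium acetate pH 7; 6 hr at 37 C, then Alexa 594 FP read.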
An asterisk follows results filed as active; ? = inconclusive; nt = not tested or not shown; [ ] = remark or other dose. Calls come from the whole dose curve; as a rule, active = well fitted curve in the direction sought with a large enough effect; inconclusive = small, poorly fitted or top-dose-only effect, or another doubt; inactive = no such curve, though single readings can be large; an effect the other way counts as inactive or inconclusive. Potency is the fitted concentration of half-maximal effect. Rows were taken by chance. About 3.3% of those tested had a hit in this group.

SMILES	Tau fibril ThT	GAA inhib	Tau fluor counter	GLA spleen mod	GAA glycogen	HTT ATP protect	aGlu spleen mod	Tau FP inhib
CCC1(CC)NC(=O)N(CC(=O)OCC(=O)NC(=O)c2ccc(Cl)cc2)C1=O	-21%	1%	-28%	-1%	13%	-19%	-1%	-8%
COc1ccc(Nc2ccc3c(c2)=NC2(CCCCC2)[N+]=3[O-])cc1	4.5µM*	-9%	?	-13%	0%	-107%[inhibitor]	2%	?
CC(OC(=O)Cn1c(C(F)(F)F)nc2ccccc21)C(=O)N1CCCc2ccccc21 (stereo unspecified)	-8%	-2%	-12%	-19%	-8%	21%	-6%	-7%
Cc1cc(C)nc(SCc2nnc(SCC(=O)Nc3nccs3)n2Cc2ccco2)n1	0%	?	3%	3%	5%	-7%[10 µM]	0%	-1%
CCOC(=O)c1c(N)n(CCOC(=O)c2cccs2)c2nc3ccccc3nc12	-17%	?	-17%	?	-9%	-2%	?	-5%
Cc1cc(C)c(S(=O)(=O)N2CCC(C(N)=O)CC2)cc1C	0%	-1%	-4%	8%	14%	4%[10 µM]	3%	4%
COc1cccc(-c2nnn(C/C(N)=N/O)n2)c1	-10%	3%	-2%	7%	0%	10%[10 µM]	3%	-4%
CCOC(=O)N1CCC(N2CCN(S(=O)(=O)c3ccc([N+](=O)[O-])cc3)CC2)CC1	nt	nt	-9%	11%	8%	13%[10 µM]	-2%	8%
Cc1ccc(S(=O)(=O)N2CCOCC2)cc1C(=O)NCCCn1ccnc1	-12%	-1%	-8%	7%	5%	13%	7%	-14%
COC(C[C@@H]1O[C@@H]1[C@@H](O)COCc1ccccc1)OC	11%	nt	9%	-1%	-7%	5%[10 µM]	-1%	-13%
CCC(=O)N1CCc2cc(Br)cc(S(=O)(=O)N3CCN(c4ccc(C(C)=O)cc4)CC3)c21	-2%	nt	-14%	nt	-1%[76.3 µM]	nt	nt	-14%
O=C(NCc1ccco1)c1cccc(S(=O)(=O)N2CCOCC2)c1	4%	?	1%	3%	-3%	5%	-6%	9%
CSc1nc(Cl)c(Cc2ccc(OC(C)C)cc2)c(N(C)C)n1	?	-2%	-8%	-5%	12%	-2%[10 µM]	-6%	-2%
Cn1nc(C(=O)NC2=NCCS2)ccc1=O	-4%	-8%	3%	0%	4%	-1%	-10%	6%
COc1cc(C)c(C(C)C)cc1S(=O)(=O)NCCCn1ccnc1	-13%	5%	-11%	-2%	9%	-7%	-3%	3%

Shown in markdown: five of the compounds above.
| molecule | Tau fibril ThT | GAA inhib | Tau fluor counter | GLA spleen mod | GAA glycogen | HTT ATP protect | aGlu spleen mod | Tau FP inhib |
| --- | --- | --- | --- | --- | --- | --- | --- | --- |
| CCC(=O)N1CCc2cc(Br)cc(S(=O)(=O)N3CCN(c4ccc(C(C)=O)cc4)CC3)c21 | -2% | nt | -14% | nt | -1%[76.3 µM] | nt | nt | -14% |
| Cc1cc(C)nc(SCc2nnc(SCC(=O)Nc3nccs3)n2Cc2ccco2)n1 | 0% | ? | 3% | 3% | 5% | -7%[10 µM] | 0% | -1% |
| COc1cc(C)c(C(C)C)cc1S(=O)(=O)NCCCn1ccnc1 | -13% | 5% | -11% | -2% | 9% | -7% | -3% | 3% |
| COc1cccc(-c2nnn(C/C(N)=N/O)n2)c1 | -10% | 3% | -2% | 7% | 0% | 10%[10 µM] | 3% | -4% |
| CC(OC(=O)Cn1c(C(F)(F)F)nc2ccccc21)C(=O)N1CCCc2ccccc21 (stereo unspecified) | -8% | -2% | -12% | -19% | -8% | 21% | -6% | -7% |

Following part
SMILES	Tau fibril ThT	GAA inhib	Tau fluor counter	GLA spleen mod	GAA glycogen	HTT ATP protect	aGlu spleen mod	Tau FP inhib
CCCCc1nc2ccccc2c(N)c1CCC (tested in a mixture with another compound)	9%	1%	0%	-6%	5%	-2%[1.9 µM]	-2%	7%
COc1cccc(C(=O)Nc2c[nH]c(=O)[nH]c2=O)c1	nt	nt	2%	-2%	1%	4%[10 µM]	3%	-4%
Cc1cc(NC(=O)CSc2ncnc3sc(C)c(C)c23)no1	-2%	8%	-1%	5%	-2%	-1%[10 µM]	9%	-12%
O=C(CSc1ccsc1[N+](=O)[O-])N1CCCCC1	?	-10%	-16%	-7%	2%	28%	-5%	7%
CC12CCCCC1c1ccccc1C(=NCC(=O)O)N2 (stereo unspecified)	1%	1%	0%	0%	1%	-11%	1%	5%
Cc1ccc(/C=C2\SC(=S)N(CCC(=O)NNC(=O)c3cccnc3)C2=O)cc1	?	0%	-7%	2%	-6%	17%[10 µM]	-2%	?
Cc1cccc(NC(=O)CSc2nnc(CNC(=O)c3cccs3)o2)c1C	3%	1%	-6%	4%	1%	-15%	1%	-1%
Nc1ccc(-c2cc(-c3ccc(N)cc3)nc(-c3ccccc3)n2)cc1	-14%	-3%	?	3%	3%	4%[10 µM]	0%	7%
CCOCc1cc(C)[nH]c(=O)c1C#N	-9%	7%[15.4 µM]	-10%	14%	4%	5%	1%	-14%
O=C(NC(=S)NC(c1ccccc1)c1ccncc1)c1ccccc1 (stereo unspecified)	-2%	-11%	-9%	-5%	5%	-2%[0.074 µM]	-4%	-6%
Cc1cc(C)c(S(=O)(=O)c2ccccc2C)c(Cl)n1	0%	-2%	1%	9%	11%	-29%	-2%	0%
CN1C(=O)CC(N2CCN(C(c3ccccc3)c3ccccc3)CC2)C1=O (stereo unspecified)	-8%	-4%	-2%	-3%	8%	6%[0.074 µM]	-7%	-1%
COc1ccc(C(=O)Nc2ccc(S(=O)(=O)Nc3nccnc3OC)cc2)cc1OC	-14%	8%	-7%	13%	5%	17%[10 µM]	10%	-8%
O=C(c1ccccc1)N1CCN(CCc2ccncc2)CC1	-11%	nt	-5%	nt	14%[76.3 µM]	nt	nt	-7%
[O-]c1c[n+](-c2ccc(-[n+]3cc([O-])on3)cc2)no1	?	3%	-14%	-3%	19%	-61%[inhibitor][1.9 µM]	-3%	5%
CCOC(=O)N1CCC(N2CCCC(C(=O)c3ccccc3OC)C2)CC1 (stereo unspecified)	2%	-3%	1%	-1%	-12%	-32%	-3%	7%
Cc1csc(NC(=O)c2ccc(Cl)cc2[N+](=O)[O-])n1	-14%	3%	-14%	4%	10%	-54%[inhibitor]	-5%	-3%
CCOC(=O)c1c(NC(=O)CC)sc(C(=O)N2CCCCC2)c1C	-10%	-5%	-4%	-5%	2%	-36%	-2%	8%
CCOC(=O)N1[C@@H]2C=C(C)[C@@H]2[C@@H]2[C@@H](C)C(=O)N21	-1%	-3%	4%	-1%	-1%	nt	-4%	-4%
COC(=O)C1=C(N)Oc2cc(C)n(Cc3cccnc3)c(=O)c2C1c1cc(OC)ccc1OC (stereo unspecified)	-2%	0%	3%	6%	3%	13%[0.074 µM]	6%	-1%
Cc1ccc(NC(=O)Cn2c(=O)oc3cc(S(=O)(=O)NCc4ccccc4)ccc32)cc1	-2%	nt	-7%	nt	12%[76.3 µM]	nt	nt	?
O=C(Cc1ccccc1)NNC(=O)C1CCCC1	-4%	-5%	-2%	2%	6%	3%	9%	4%
O=c1[nH]sc2ccccc12	11µM*	0%	-15%	-5%	14%	?	-4%	25µM*
CNC(=O)CSc1nc2ccccc2c(=O)n1-c1cc(OC)ccc1OC	-5%	nt	-4%	12%	-9%	22%[10 µM]	11%	-2%
O=C1/C(=C/c2ccccn2)SC(=S)N1c1ccc(O)cc1	?	nt	?	3%	3%	9%[10 µM]	0%	-25%
O=C(Nc1ccc(Br)cc1)c1cccc(C(=O)Nc2ccc(Br)cc2)c1	6%	nt	-12%	nt	8%[76.3 µM]	nt	nt	-18%
Cc1nc([N+](=O)[O-])c(C(=O)OCc2ccccc2Br)n1C	-10%	-3%	-19%	-5%	3%	-20%	0%	-3%
O=S(=O)(c1ccc2c(c1)OCCO2)N(Cc1ccc(F)cc1)Cc1nnc(-c2cccs2)o1	1%	-9%	-24%	0%	-39%	-2%[10 µM]	8%	-14%
O=C(CC(c1ccccc1)c1ccccc1O)NCc1ccco1 (stereo unspecified)	-7%	6%	-7%	-4%	-13%	3%	-9%	-7%
O=S(CC1CC1(Cl)Cl)CC1CC1(Cl)Cl (stereo unspecified)	5%	-2%	1%	-7%	17%	5%[10 µM]	-8%	-2%
O=C(Nn1cnnc1)c1cc2cc(Br)ccc2oc1=O	-13%	-4%	2%	-24%	-5%	-17%	-14%	2%
CN(C)CCn1c(C(=O)Nc2ccccc2)cc2ccccc21	4%	0%	-3%	15%	3%	38%	6%	2%
Cc1csc(NC(=O)C2CCN(S(=O)(=O)c3cccs3)CC2)n1	-1%	0%	-4%	-5%	8%	nt	-11%	-3%
Cc1nc2nc3c(c(=O)n2[nH]1)CCCC3	-2%	-2%	1%	7%	-4%	-23%	-3%	8%
CCN(CC)C(=O)CSc1nnc(CCCCCNC(=O)OC(C)(C)C)o1	0%	0%	9%	-1%	14%	-20%	3%	5%
Cc1cc(C(=O)Nc2c(C)n(C)n(-c3ccccc3)c2=O)c2ccccc2n1	-1%	-2%	0%	2%	-10%	8%	6%	-10%
COc1ccc(-n2ncc3c(N4CCCc5ccccc54)ncnc32)cc1	?	-2%	?	6%	0%	-1%[10 µM]	2%	-5%
CCn1c(NCc2ccccn2)nc2c1c(=O)n(C)c(=O)n2C	-9%	-3%	-5%	8%	-4%	10%[10 µM]	-1%	-8%
CCc1ccc(NC(=O)C(NS(=O)(=O)c2cccs2)C(C)C)cc1 (stereo unspecified)	-10%	nt	-21%	nt	-8%[76.3 µM]	nt	nt	-5%
Fc1ccc(-n2cnnn2)c(F)c1	0%	-7%	4%	1%	-15%	-17%	3%	-1%
O=C1OCc2ccc(NC(=O)c3sccc3Cl)cc21	nt	nt	-34%	-3%	5%	24%[10 µM]	1%	4%
Cc1ccc(NC(=S)N2CCCC(c3nc4ccccc4[nH]3)C2)cc1 (stereo unspecified)	-15%	-22%	-21%	7%	-15%	-4%[10 µM]	4%	-3%
Cc1ccc(CNC(=O)c2c(O)nc3ccccn3c2=O)cc1	7%	nt	-9%	nt	-4%[76.3 µM]	nt	nt	-2%
CCOc1ccccc1NC(=S)N1CCN(c2nc(-c3ccc(F)cc3)cs2)CC1	-12%	4%	?	-2%	-8%	nt	2%	-7%

Bioassay records as filed in PubChem BioAssay.
